Screening data as filed in PubChem.
GPR55 activation = selective activators of receptor GPR55 – imaging, U2OS cells, beta-arrestin-GFP redistribution, primary screen (AID 1961). actives 0.048% (n = 290,000). U2OS GPR55 beta-arrestin-GFP redistribution imaging; higher % means a stronger effect. one-dose activation, % at 10 µM; EC50 in µM for titrated hits;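 active = activation above 40% with more than 50 cells counted in the well; inconclusive = wells holding fewer than 50 cells, flagged as toxic or sparse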;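 also: U2OS osteosarcoma cells stably expressing GPR55 and beta-arrestin-GFP; plate controls were DMSO negative control for no effect and LPI positive control for full effect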
AID2073 = inhibitors of Mint1-CaV2.2 protein interaction, biochemical, HTRF (AID 2073). HTRF protein-protein interaction, Mint1-CaV2.2; higher % means a stronger effect. actives 0.19% (n = 290,000). inhibition, % at 20 µM, or IC50 in µM where a hit was titrated; in the data active = inhibition mostly above about 51%, no sharp cut-off; inconclusive = no clear call, values can overlap the other calls; inactive = mostly below about 53%; also: some results filed as inactive read as strong as hits
SIAH1 antagonists = Siah-1 peptide-binding antagonists, primary screen, biochemical, fluorescence polarization, rhodamine-plectin, uHTS (AID 1817); Siah-1 / rhodamine-plectin peptide fluorescence polarization; higher % means a stronger effect; displacement, % at 20 µM; hits with a dose series show IC50 in µM; actives 0.02% (n = 290,000);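 active = displacement of at least 50% at 20 µM, with a fluorescence ratio check between 0.3 and a set limit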;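 also: plate controls were Siah plus tracer with DMSO for no effect and tracer alone without Siah for full effect; strong numbers were not always called active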
NOD1 NF-kB reporter = inhibition of NOD1-driven NF-kB reporter – cell-based, luminescence, uHTS, primary screen (AID 1578) | actives 1% (n = 290,000) | NOD1-driven NF-kB luciferase reporter cells, luminescence; higher % means a stronger effect | one-dose inhibition, % at 4 µM; EC50 in µM for titrated hits; in the data active = inhibition mostly above about 36%, no sharp cut-off; inactive = mostly below about 34%;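 also: HEK-293T reporter cells stimulated with the NOD1 agonist gamma-tri-DAP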
KOR beta-arrestin-1 = KOR antagonists, beta-arrestin recruitment, cell-based, luminescence, uHTS (AID 1778) | inhibition, % at 10 µM; hits with a dose series show IC50 in µM | actives 0.091% (n = 290,000) | KOR beta-arrestin recruitment, luminescence, antagonist mode; higher % means a stronger effect; in the data active = inhibition above about 50%; also: strong numbers were not always called active
GPR35 antagonists = inhibition of zaprinast-stimulated GPR35 beta-arrestin translocation – imaging, U2OS, beta-arrestin-GFP, zaprinast agonist, primary screen (AID 2058); U2OS GPR35 beta-arrestin-GFP translocation imaging, zaprinast antagonism; higher % means a stronger effect; inhibition, % at 10 µM; hits with a dose series show IC50 in µM; actives 0.052% (n = 290,000);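 active = inhibition of at least 50% with at least 30 cells and total cytoplasm GFP at most 10,000,000; inconclusive = under 30 cells or total GFP of 10,000,000 plus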
GPR55 LPI antagonism = inhibition of LPI-stimulated GPR55 beta-arrestin translocation – imaging, U2OS, beta-arrestin-GFP, LPI agonist, primary screen (AID 2013) | U2OS GPR55 beta-arrestin-GFP translocation imaging, LPI antagonism; higher % means a stronger effect | inhibition, % at 10 µM; hits with a dose series show IC50 in µM | actives 0.13% (n = 290,000);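 active = spots per cell inhibited over 60%, with over 100 cells counted and total cytoplasm intensity under 500,000; inconclusive = wells with under 100 cells, flagged as likely toxic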;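 also: U2OS cells stably carrying GPR55 and arrestin-GFP stimulated by 5 µM LPI near EC80; imaged beta-arrestin-GFP aggregate spots per cell after agonist stimulation; plate controls were LPI-stimulated DMSO wells for no effect and DMSO wells without LPI for full effect; some results filed as inactive read as strong as hits; confirmed hits need IC50 under 10 µM and bright autofluorescent wells are also inconclusive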
HIV peptide binding = cell-free HIV fusion peptide-binding blockers – biochemical, uHTS, fluorescence dequenching, primary screen (AID 1986) | cell-free peptide binding, fluorescence dequenching, 30 min; higher % means a stronger effect | inhibition, % at 20 µM, or IC50 in µM where a hit was titrated | actives 0.3% (n = 290,000); in the data active = inhibition mostly above about 52%, no sharp cut-off; inactive = mostly below about 76%; also: some results filed as inactive read as strong as hits
KOR beta-arrestin-2 = kappa opioid receptor activators – cell-based, luminescence, uHTS, primary screen (AID 1777); KOR beta-arrestin recruitment, luminescence; higher % means a stronger effect; activation, % at 10 µM; hits with a dose series show EC50 in µM; actives 0.02% (n = 280,000); in the data active = activation above about 50%, passing the limit was not always enough; also: a part of the inactive calls stands beside numbers as strong as those of hits
Active calls of the source: *; ? = inconclusive; · = not tested or not shown; [ ] = dose if it differs, or a comment. A portion of the library; the hit share may differ from the screen's.

SMILES	GPR55 activation	AID2073	SIAH1 antagonists	NOD1 NF-kB reporter	KOR beta-arrestin-1	GPR35 antagonists	GPR55 LPI antagonism	HIV peptide binding	KOR beta-arrestin-2
O[C@@H]1CN(Cc2ccccc2Cl)CC[C@H]1N1CCOCC1	-0.2%	-2%	4%	5%	-24%[20 µM]	-13%	2%	-0.8%	-1.9%
COc1ccccc1N1CCN(CC(=O)Nc2ccc3c(c2)OCCO3)CC1	-0.3%	0%	1%	-8%	-13%	9%	-3%	0.1%	0.4%
COc1ccc(C)cc1NC(=O)c1cccc(C(=O)Nc2cc(C)ccc2OC)c1	-0.3%	5%	13%	-24%	-38%[20 µM]	-11%	1%	1.3%	-1.5%
CC(O)CNc1nc2ccccc2n1CC(=O)NCC(F)(F)F (configuration not stated)	-0.4%	3%	3%	-26%	·	2%	3%	1.3%	·
O=C(COC(=O)C1CCN(S(=O)(=O)c2ccc3c(c2)OCCO3)CC1)Nc1cccc2ccccc12	-0.4%	8%	9%	-28%	-19%	1%	1%	0.6%	-1.3%
Cc1cccc(Nc2ncnc3nc[nH]c23)c1C	0.4%	-3%	-1%	-14%	-29%	-12%	8%	0.7%	3.2%
COc1ccc2c(COC(=O)CC3Sc4ccccc4NC3=O)cc(=O)oc2c1 (configuration not stated)	-0.2%	11%	11%	-15%	20%	-11%	2%	3.2%	1.0%
Cc1cccc(-n2ncc3c(NCc4cccs4)ncnc32)c1	0.2%	22%	-1%	-41%	-12%	1%	30%	1.5%	4.2%
CCCCCCC(=O)N(O)C1CC(=O)N(c2ccccc2)C1=O (configuration not stated)	-0.3%	66%*	1%	12%	-25%	12%	5%	6.1%	0.5%
Oc1cccc(/C=N/N2CCN(c3ccccn3)CC2)c1	-0.1%	5%	4%	-11%	6%	1%	1%	-0.5%	1.9%
c1nc2nc3c(c(N4CCOCC4)n2n1)CCCC3	-0.3%	-10%	0%	-2%	2%	2%	16%	2.0%	-8.0%
COc1ccc(OC)c(C2C(C(C)=O)=C(O)C(=O)N2c2ccc(F)cc2)c1 (configuration not stated)	-0.2%	0%	9%	-15%	0%	-11%	13%	0.0%	2.4%
Cc1n(Cc2ccccc2)c2cc([N+](=O)[O-])ccc2[n+]1Cc1ccccc1	-0.3%	7%	1%	-20%	-45%[20 µM]	-7%	-8%	-0.6%	-1.3%
COc1cc(/C=N/NC(=O)c2cccnc2)ccc1OCC(=O)Nc1c(C)cc(C)cc1C	0.6%	-1%	4%	-9%	3%	-11%	8%	2.1%	-0.8%
Cc1ccc(N2CCN(CC(O)COc3ccccc3)CC2)cc1 (configuration not stated)	-0.1%	-6%	3%	-25%	0%	0%	13%	-1.0%	-4.3%
CCCCN(Cc1ccco1)C(=O)Cn1ncc2c(=O)oc3ccc(C)cc3c21	-0.1%	10%	2%	-17%	-4%	11%	-5%	-0.8%	-0.7%
CN1CCC(OC(=O)c2cc3cc(Br)ccc3oc2=O)CC1	0.5%	7%	-2%	51%	-27%[20 µM]	-8%	-8%	4.4%	-2.2%
Cc1ccc(NC(=O)N(Cc2cccs2)Cc2cc3cc4c(cc3[nH]c2=O)OCO4)cc1	-0.4%	19%	5%	-22%	-26%	-12%	29%	-1.4%	-4.1%
CC(CCc1ccccc1)NC(=O)C1CCCN(c2nnc(-n3cccc3)s2)C1 (configuration not stated)	1.0%	9%	0%	24%	0%	-4%	4%	2.6%	11%
COc1ccc2oc(C(=O)N(C)CCOc3ccc(Cl)cc3)c(C)c2c1	-0.2%	7%	-2%	16%	-17%	12%	4%	-1.4%	10%

Ordered by the number under SIAH1 antagonists (ascending): three from the list above.
smiles,AID2073,SIAH1 antagonists,NOD1 NF-kB reporter,KOR beta-arrestin-1,GPR35 antagonists,HIV peptide binding,KOR beta-arrestin-2
Cc1n(Cc2ccccc2)c2cc([N+](=O)[O-])ccc2[n+]1Cc1ccccc1,7%,1%,-20%,-45%[20 µM],-7%,-0.6%,-1.3%
CCCCN(Cc1ccco1)C(=O)Cn1ncc2c(=O)oc3ccc(C)cc3c21,10%,2%,-17%,-4%,11%,-0.8%,-0.7%
COc1cc(/C=N/NC(=O)c2cccnc2)ccc1OCC(=O)Nc1c(C)cc(C)cc1C,-1%,4%,-9%,3%,-11%,2.1%,-0.8%

Further compounds.
SMILES	GPR55 activation	AID2073	SIAH1 antagonists	NOD1 NF-kB reporter	KOR beta-arrestin-1	GPR35 antagonists	GPR55 LPI antagonism	HIV peptide binding	KOR beta-arrestin-2
Cc1ccccc1-n1ncc2c1CC(C)(C)CC2NC(=O)CCN1CCCCC1=O (configuration not stated)	0.3%	4%	5%	-11%	-11%	-13%	16%	2.4%	4.9%
S=c1[nH]nc(Nc2ccccc2)s1	0.1%	17%	1%	-57%	-9%	-18%	2%	0.2%	0.6%
CCCCN(CC)S(=O)(=O)c1ccc(C(=O)Nc2nnc(CSC)o2)cc1	-0.1%	8%	-4%	44%	-21%	12%	27%	19%	2.4%
COC(=O)NC1c2ccccc2Oc2ccc(C)cc21 (configuration not stated)	-0.2%	9%	3%	-10%	16%	5%	9%	1.4%	1.2%
COc1ccc(C2CC(=O)N3CN(c4ccc(C)c(Cl)c4)CSC3=C2C#N)cc1 (configuration not stated)	0.4%	81%	3%	6%	-1%	-8%	8%	-0.7%	-1.1%
O=C(NCCCn1ccnc1)Nc1ccc2c(c1)OCO2	0.0%	-4%	-5%	-6%	2%	4%	4%	-0.2%	-3.8%
Cc1c(Cl)cccc1NC(=S)N(C)CCC#N	-0.4%	?	1%	-30%	17%	16%	7%	1.4%	-4.7%
CC(C)C(NC(=O)C(NC(=O)C1O[C@@H]2OC(C)(C)O[C@@H]2[C@H]2OC(C)(C)O[C@@H]12)C(C)C)C(=O)O (some centres not stated)	-0.2%	10%	-2%	-13%	12%	-13%	3%	-0.7%	5.9%
Cc1ccccc1CNC(=O)C1CCC(=O)N(CC2CCCCC2)C1 (configuration not stated)	0.0%	8%	-4%	23%	12%	15%	8%	-2.4%	0.9%
Cc1ccc(NC(=O)c2cc(NC(=O)CCCC(=O)O)ccc2Cl)cc1Cl	0.6%	2%	1%	21%	-16%	-6%	-13%	6.9%	-0.3%
CCOc1cccc(C2C(C#N)=C(N)Oc3cc(C)[nH]c(=O)c32)c1OCC (configuration not stated)	-0.3%	-5%	7%	-5%	-5%	-8%	-3%	-0.2%	4.1%
COc1c(C)cccc1C(=O)Nc1ccc(OCC(=O)N2CCOCC2)cc1C	0.0%	6%	7%	-29%	-1%	-4%	6%	-0.8%	-0.9%
COc1ccc(C)c2sc(=NC(=O)c3cccc(N4C(=O)CCC4=O)c3)n(C)c12	-0.3%	22%	6%	-6%	18%	-3%	0%	-0.3%	-1.6%
CCOC(=O)[C@@H]1[C@H]2COc3ccccc3[C@H]2N2C(=O)N(c3ccc(C(F)(F)F)cc3)C(=O)[C@]12C	0.0%	6%	-2%	-5%	-23%[20 µM]	15%	12%	3.0%	-3.4%
O=C(CN1CCC(n2nnc3cc(F)ccc32)CC1)Nc1ccccc1N1CCOCC1	0.2%	6%	1%	-23%	1%	-7%	0%	-1.4%	1.4%
Cc1nc(Nc2ccccc2)sc1C	1.4%	7%	-2%	-7%	19%	-1%	-8%	-1.6%	-1.6%
Cc1[nH]c2ccccc2c1/C=C(\C#N)S(=O)(=O)c1ccccc1	-0.1%	-3%	3%	-6%	19%	15%	6%	-1.7%	-8.3%
CCOc1ccc(NC(C)C(=O)N/N=C/c2ccc([N+](=O)[O-])cc2)cc1 (configuration not stated)	0.2%	-10%	3%	-47%	-36%	-10%	17%	-1.9%	-4.4%
CCOc1ccc(Nc2ccc([N+](=O)[O-])c3nonc23)cc1	-0.2%	-1%	5%	-46%	17%	-18%	-14%	-6.1%	-4.4%
CC(C)CNS(=O)(=O)c1ccc(C(=O)Nc2ccc3c(c2)OCCO3)cc1	-0.1%	1%	-6%	-33%	-10%	1%	-6%	-0.7%	8.8%
O=C(CCCC(=O)N(CC(=O)NC1CCCC1)Cc1ccc2c(c1)OCO2)Nc1ccccn1	-0.3%	11%	2%	-2%	20%	-2%	7%	35%	-6.5%
Nc1ncc([N+](=O)[O-])c(Oc2ccccc2F)n1	0.1%	-2%	16%	-15%	0%	2%	-2%	-2.0%	3.8%
CC(C)NC(=O)NC(=O)COC(=O)C1(C)CC1(Cl)Cl (configuration not stated)	-0.3%	-8%	5%	-42%	-6%	16%	-7%	-0.1%	0.7%
CSc1nc(-c2ccco2)nn1S(=O)(=O)c1ccc(C)cc1	-0.1%	3%	1%	-35%	-46%	5%	3%	6.1%	7.3%
CCC(C(=O)NCc1ccc(F)cc1)N(CCc1ccccc1)C(=O)c1snc(C(N)=O)c1N (configuration not stated)	-0.2%	8%	0%	-11%	5%	-2%	-11%	1.8%	-0.5%
Cc1nn(C)c(C)c1CS(=O)(=O)c1ccccc1	-0.5%	-4%	2%	5%	-18%	4%	11%	-1.1%	-0.6%
O=C(c1ccccc1)c1nc[nH]c1C(=O)Nc1ccccc1	-0.1%	-6%	1%	1%	-11%	-8%	-9%	-0.5%	-1.8%
COc1cc(C(=O)NCc2ccc(C(=O)NCC(OC)OC)cc2)cc(OC)c1OC	1.0%	18%	-2%	9%	10%	-7%	2%	3.9%	-1.6%
CCOC(=O)C1(CC2CCCCO2)CCN(Cc2ccccc2-c2ccco2)CC1 (configuration not stated)	0.3%	12%	4%	-16%	-22%	2%	13%	1.3%	7.8%
Cc1cccc(C(=O)NC2CCN(S(=O)(=O)c3ccccc3)CC2)c1	0.2%	?	0%	-38%	-18%[20 µM]	20%	-5%	0.1%	·
CC(=O)N1CCN(CC(O)COc2ccc(Br)cc2)CC1 (configuration not stated)	-0.2%	0%	8%	-22%	-22%[20 µM]	0%	-8%	0.9%	-0.5%
N#CC1=C(N)Oc2c(ccc3cccnc23)C1c1cccnc1 (configuration not stated)	-0.1%	16%	-6%	-2%	5%	19%	-5%	-0.1%	-9.0%
CNS(=O)(=O)c1cc(-c2nnc(Nc3ccc(NC(C)=O)cc3)c3ccccc23)ccc1C	-0.1%	-16%	-4%	-11%	-21%	2%	2%	-1.3%	-0.6%
COc1cc(C(=O)Nc2ccc(S(=O)(=O)NC(C)(C)C)cc2)cc(OC)c1OC	0.3%	-5%	-2%	4%	-28%	-15%	1%	-1.9%	-1.6%
COC(=O)c1ccc(Cn2nnc3ccccc32)cc1	2.2%	4%	-2%	-5%	17%	7%	9%	-0.4%	-1.3%
Cc1cc(C(=O)N/N=C/c2cccc(OC(=O)c3ccco3)c2)n[nH]1	-0.1%	4%	2%	-7%	-21%	2%	2%	-2.4%	-0.9%
